From PubChem BioAssay
Scp-1 inhibitor = inhibitors of human Scp-1 phosphatase. AID 493091. 0.88% of 340,000 active. inhibition, % at 20 µM. Q9GZU7. Recombinant Scp1, phosphopeptide, malachite green phosphate absorbance;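 active means inhibition above about 50% at 20 µM, limit read from the data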;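 further: plate controls were DMSO wells with enzyme for no effect and wells lacking enzyme for full effect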
Target sequence (Q9GZU7 76-261 limits assumed): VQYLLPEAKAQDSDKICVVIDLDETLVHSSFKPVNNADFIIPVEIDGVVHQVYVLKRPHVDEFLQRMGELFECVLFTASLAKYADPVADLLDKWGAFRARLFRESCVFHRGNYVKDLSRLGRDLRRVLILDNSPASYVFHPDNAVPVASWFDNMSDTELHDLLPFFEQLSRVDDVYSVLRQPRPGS
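Test system: SCP-1 phosphatase catalytic domain, residues 76-261 | Compound dosing: One concentration, 20 µM, with 1.0% DMSO | Schedule: 45 min room-temperature reaction, 5 min colour, 30 min stabiliser | Detection: Absorbance at 630 nm | Read-out basis: % inhibition of SCP-1 phosphate liberation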
CSN deneddyl inh = CSN deneddylation inhibition. Q92905. 0.38% of 360,000 active. inhibition, % at 12.5 µM. Purified CSN, SCF-Nedd8-OG deneddylation, fluorescence polarization;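 active means pattern-corrected inhibition above about 35%, with an unprinted fluorescence ratio check between 0.5 and 1.5, limit read from the data, passing the limit was not always enough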;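 further: 0% = enzyme with substrate and 100% = substrate without enzyme; some results filed as inactive read as strong as hits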
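assay system = purified human Csn5 enzyme expressed in HEK293T cells | amount = 0.24 nM enzyme | buffer or medium = Tris/NaCl/DTT buffer, pH 7.5 | reagent = 10 nM SCFSkp2-Nedd8OG | compound = one concentration, 12.5 µM, 0.25% DMSO | times = 90 min reaction at room temperature | signal = FP | read-out basis = % inhibition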
LMPTP block = LMPTP (human) inhibition | P24666 | recombinant LMPTP-A, OMFP fluorogenic substrate, fluorescence intensity | inhibition, % at 20 µM | 0.22% of 360,000 active;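 active means compounds that cut the enzyme signal by at least half of the control window in the single-dose screen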;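 further: plate controls were DMSO wells with enzyme plus substrate for no effect and substrate without enzyme for full effect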
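Assay system: LMPTP-A phosphatase enzyme | Input: 0.625 nM enzyme | Also added: Fluorogenic phosphatase substrate OMFP at 400 µM final | Compound dosing: One test concentration per compound, 20 µM, with 3% DMSO overall | Schedule: 50 min enzyme reaction at room temperature, protected from light | Signal: Fluorescence intensity | Benchmarks: no-enzyme and uninhibited controls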
MLLE-PAM2 inh = blocks PAM2 peptide binding to the PABP1 MLLE domain | P11940 | GST-MLLE / FITC-PAM2 fluorescence polarization | 0.36% of 360,000 active | inhibition, % at 20 µM; in the data active means inhibition above about 35%, passing the limit was not always enough;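 further: plate controls were DMSO wells with GST-MLLE for no effect and wells lacking GST-MLLE protein for full effect; some results filed as inactive read as strong as hits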
Target sequence (P11940 whole entry, looked up, the tested form may be a part): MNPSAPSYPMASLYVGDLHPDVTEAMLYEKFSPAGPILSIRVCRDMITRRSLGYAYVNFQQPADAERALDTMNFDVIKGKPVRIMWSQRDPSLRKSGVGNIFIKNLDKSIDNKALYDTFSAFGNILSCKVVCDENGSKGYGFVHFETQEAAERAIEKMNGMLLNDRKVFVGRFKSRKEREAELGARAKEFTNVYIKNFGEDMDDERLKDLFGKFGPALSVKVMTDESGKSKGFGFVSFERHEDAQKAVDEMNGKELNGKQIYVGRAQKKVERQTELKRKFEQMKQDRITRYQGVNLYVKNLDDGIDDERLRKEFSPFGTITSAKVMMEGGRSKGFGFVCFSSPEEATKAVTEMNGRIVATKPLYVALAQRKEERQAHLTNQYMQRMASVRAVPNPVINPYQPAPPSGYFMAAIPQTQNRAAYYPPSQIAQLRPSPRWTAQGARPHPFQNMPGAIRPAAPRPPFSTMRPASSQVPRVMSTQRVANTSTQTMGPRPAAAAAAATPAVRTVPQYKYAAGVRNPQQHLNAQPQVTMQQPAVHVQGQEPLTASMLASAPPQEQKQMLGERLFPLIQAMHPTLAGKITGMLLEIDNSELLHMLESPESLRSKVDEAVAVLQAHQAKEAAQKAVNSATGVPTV
Rpn11 block = Rpn11 (human) deubiquitinase inhibition | O00487 | human 26S proteasome, Ub4-pepOG fluorescence polarization; 20S core pre-blocked with epoxomicin | calls only at 20 µM | 0.59% of 360,000 active | AID 588493;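 active means inhibition at 20 µM, scaled to each plate's controls, above about 33%, limit read from the data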
STEP inh = blocks human striatal-enriched tyrosine phosphatase. P54829. recombinant STEP, OMFP fluorogenic substrate, fluorescence. inhibition, % at 20 µM. 0.25% of 360,000 active;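 active means inhibition at 20 µM, scaled per plate between control wells, above about 37%, limit read from the data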;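 further: 0% = DMSO with enzyme and substrate and 100% = substrate only without enzyme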
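System: isolated STEP enzyme; schedule: 20 min enzyme reaction at room temperature, protected from light; medium: Bis-Tris buffer pH 6.0, 2.5 mM DTT, 0.005% Tween 20; signal: fluorescence, 480/540 nm; dosing: single compound dose of 20 µM, 1% DMSO final; also added: OMFP substrate, 25 µM final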
NadD inh = blocks S. aureus nicotinate mononucleotide adenylyltransferase; purified NadD enzyme, colorimetric absorbance read-out; inhibition, % at 20 µM; 0.78% of 360,000 active; in the data active means inhibition above about 26%; further: some compounds past the cut are filed as inactive
DNMT1 block = inhibitors of human DNMT1 | AID 588458 | P26358 | inhibition (reported as % activation of signal), % at 10 µM | 0.83% of 360,000 active | DNMT1 molecular beacon, Hinp1I cleavage, fluorescence; in the data active means inhibition above about 50%
SUMO1-SIM PPI = modulators of human SUMO1-mediated protein-protein interactions; P63165; SUMO1 binding to a labelled peptide, TR-FRET, 1 h; inhibition, % at 20 µM; 0.33% of 360,000 active; AID 602429; in the data active means inhibition above about 37%
Target sequence (P63165 whole entry, looked up): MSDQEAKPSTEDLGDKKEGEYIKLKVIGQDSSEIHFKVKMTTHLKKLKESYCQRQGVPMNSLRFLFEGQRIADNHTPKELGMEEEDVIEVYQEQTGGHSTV
TbMetRS inhib = blocks T. brucei methionyl-tRNA synthetase activity. purified T. brucei MetRS, ATP depletion, Kinase-Glo luminescence. inhibition, % at 11.9 µM. 0.4% of 360,000 active. AID 624268;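 active means inhibition above a per-plate cutoff of the control wells' mean inhibition plus 3 SD, cut at about 5.5% in these data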;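 further: 0% = DMSO wells median and 100% = median of wells with control inhibitor compound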
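Dosing: 11.9 µM single point; system: parasite MetRS enzyme; technique: luminescence of leftover ATP; times: 15 min enzyme-compound preincubation, 2 h reaction, 10 min detection, 25 °C; replicates: each compound tested once; read-out basis: percent inhibition relative to median high and low control wells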
The depositor's hits bear a star; i = inactive; x = no result given; + = active, no number.

Scp-1 inhibitor	CSN deneddyl inh	LMPTP block	MLLE-PAM2 inh	Rpn11 block	STEP inh	NadD inh	DNMT1 block	SUMO1-SIM PPI	TbMetRS inhib	Molecule
1	-5	-1.4	-2	i	-5	-2	-2	-1	-0.7	OCCC1CN(Cc2cccn2-c2ncccn2)CCN1CCc1ccccc1 (stereo not drawn)
10	-1	-4.2	13	i	-2	-6	4	-1	-1.0	COCCn1nnnc1C(c1ccc(O)c(OC)c1)N1CCc2ccccc2C1 (stereo not drawn)
-2	-1	0.0	0	i	-1	-3	-1	-9	-0.6	Cc1cc(C)c(C)c(S(=O)(=O)Nc2ccc(C(=O)N3CCCC3)cc2)c1C
-4	5	0.5	-1	i	-2	7	4	-6	0.8	O=C(CCc1ccccc1)NC1CCCc2ccccc21 (stereo not drawn)
-4	4	-1.7	40*	i	-3	-6	1	4	-1.2	COc1ccccc1OCC(=O)NCCNC(=O)COc1ccccc1OC
-10	0	-0.1	2	i	0	-12	-13	6	0.0	C[C@H]1O[C@@H](O[C@H]2CC[C@@]3(C)C(CC[C@]4(C)C3C=CC3=C5CC(C)(C)CC[C@]5(CO)[C@H](O)C[C@]34C)[C@]2(C)CO)[C@H](O)[C@@H](O[C@@H]2O[C@H](CO)[C@@H](O)[C@H](O)[C@H]2O)[C@H]1O (stereo partly drawn)
-3	-4	-1.8	1	i	3	-4	5	0	1.1	Cc1cc(=O)oc(C)c1C(=O)NCCC(C)C
-10	-9	-0.8	-5	i	0	2	3	-1	-0.4	O=C(Nc1ccccc1C(F)(F)F)c1ccsc1
-5	0	0.8	-5	i	0	-3	-5	3	-1.2	CCC(C)(C)n1nnnc1C(c1ccncc1)N1CCC(Cc2ccccc2)CC1 (stereo not drawn)
3	3	0.3	8	i	-1	-5	0	-2	-0.6	CN(CC(=O)Nc1c(Cl)cccc1Cl)C(=O)c1cc2ccccc2cc1O
-1	5	-1.1	-2	i	0	0	1	-4	0.0	c1ccc(-c2cccs2)nc1
-1	0	0.1	0	i	0	-4	-3	-4	0.2	O=S(=O)(NCC1CCN(S(=O)(=O)c2ccccc2)CC1)c1ccccc1
-9	-4	2.5	-10	i	5	2	2	-3	-0.7	CO/N=C/C(=N\Nc1ccc(C)cc1)C(=O)c1ccc(OC)cc1
-5	0	0.9	23	i	2	-2	-18	-10	-0.1	Cc1ccc2cccc(NC(=S)NC(=O)c3ccccc3)c2n1
-5	7	4.4	-13	i	0	0	1	1	-0.6	O=C(CSc1nnnn1-c1ccccc1)NCc1ccco1
-4	6	-0.2	17	i	-1	4	-12	-20	-0.9	CCCc1[nH]nc2c1C(c1ccc(Br)s1)C(C#N)=C(N)O2 (stereo not drawn)
x	0	-1.1	0	i	-3	-4	2	7	0.1	O=C(NCCOc1ccc(F)cc1)C1CCC(=O)N(Cc2ccc(Cl)cc2)C1 (stereo not drawn)
-1	4	4.2	-2	i	2	2	-1	-2	-0.3	COc1cc(/C=N/N2CCN(c3ccc(Cl)cc3)CC2)cc(OC)c1OC(C)=O
-5	-7	-0.1	-6	i	2	2	3	-18	-0.3	O=C(CCC(=O)NNC(=O)c1ccc([N+](=O)[O-])cc1)NCc1ccccc1
-8	-5	-1.3	-2	i	2	0	-1	1	-0.2	S=C(NCCc1ccncc1)Nc1ccccc1
-5	-6	0.1	10	i	-1	-4	-1	-1	0.3	O=C(NC(=S)NCCN1CCOCC1)c1ccccc1Br
3	4	-0.3	-18	i	1	-6	-5	3	-2.2	Cc1ccc(C)c(NC(=O)C2Cc3ccccc3CN2C(=O)OCc2ccccc2)c1 (stereo not drawn)
1	10	3.9	18	i	7	3	-21	6	-0.6	COc1cc(C(=O)NC(=S)Nc2ccccc2N2CCCC2)cc(OC)c1OC
-6	1	-1.2	-31	i	-1	1	0	-17	0.7	O=C(N/N=C/c1c(O)n(-c2ccc(Cl)cn2)c(=O)c2ccccc12)C1CC1
0	-2	-1.6	2	i	-2	-15	16	5	-1.5	COC(=O)c1cc(OC)c(OC)cc1NC(=O)c1ccc(Br)o1

Continuation.
Scp-1 inhibitor	CSN deneddyl inh	LMPTP block	MLLE-PAM2 inh	Rpn11 block	STEP inh	NadD inh	DNMT1 block	SUMO1-SIM PPI	TbMetRS inhib	Molecule
-14	60*	20	-11	i	10	7	-7	1	0.3	COc1ccc(Cc2nc3ccccc3n2CC(=O)N/N=C/c2ccc(C)cc2O)cc1OC
5	4	1.3	31	i	1	4	-10	2	-0.2	COC1CC(C)C(OC)c2cc(O)cc(c2O)NC(=O)C(C)=CC=CC(C)C(OC(N)=O)C(C)=CC(C)C1OC (stereo not drawn)
-3	5	-0.7	9	i	1	-2	20	17	-0.5	CCOc1ccc(N(CC(=O)Nc2cc(C)ccc2C)S(=O)(=O)c2c(C)[nH]c(=O)[nH]c2=O)cc1
-7	0	-0.6	-1	i	0	-6	0	-5	-0.9	COC(=O)C(C)Oc1ccc2c3c(c(=O)oc2c1)CCCCC3 (stereo not drawn)
-3	1	-0.1	8	i	0	-3	2	-4	-0.4	CNC(=O)c1ccsc1NC(=O)CCS(=O)(=O)c1ccc(F)cc1
-24	0	4.3	-64	i	3	-6	-8	2	-0.3	CCN(CC)S(=O)(=O)c1cccc(-c2nnc(SCc3nc4ccccc4s3)o2)c1
5	6	-0.6	-5	i	-5	12	4	-2	-0.9	CC(C)CCOC(=O)C[N+](C)(C)CCOC1CC2CCC1(C)C2(C)C (stereo not drawn)
-9	0	0.6	-20	i	0	-6	-1	5	-0.1	COc1cccc(CN(C)S(=O)(=O)c2cccs2)c1
47	24	5.3	-113	+	0	-10	11	-8	-0.9	Cc1cc(/C=N/Nc2ccc([N+](=O)[O-])cn2)c(C)n1-c1cccc(C(=O)O)c1
x	0	0.2	0	i	0	4	-9	6	-0.2	CCc1ccc([C@H]2[C@@H]3C(=O)C[C@@H]4C(=O)N(c5ccccc5)C(=O)[C@@H]4[C@@H]3CN2S(=O)(=O)c2ccc(C)cc2)cc1
-8	4	-1.0	-3	i	0	-4	3	2	0.1	O=C(NCCc1ccccc1)c1c(F)cccc1F
-8	0	-0.6	-4	i	-2	-8	1	1	-0.3	CC1CCCN(C(=O)CSc2nnc(-c3ccc(O)cc3)o2)C1 (stereo not drawn)
-5	-1	-0.3	4	i	0	9	2	-10	-0.1	CCCCOc1ccc(/C=C(\C(=O)O)c2ccc(S(=O)(=O)N3CCCC3)s2)cc1
-4	3	-0.5	-2	i	-3	-6	6	-1	-0.9	Cc1ccc2c(c1)nnn2C1CCN(S(C)(=O)=O)CC1
17	0	-0.8	-7	i	-4	-6	-1	-3	-0.1	Cc1ccc(NC(=O)COC(=O)C2=COCCO2)c([N+](=O)[O-])c1
x	-5	0.2	x	x	x	x	x	10	-0.5	CCCCOCCCNC(=O)C[C@@H]1C[C@@]2(C(=O)OC)CC(C)(C)CC=C2N(Cc2ccco2)C1=O
-7	-5	0.3	-8	i	-1	-8	-5	-15	0.6	C=CCn1c(O)c(/C=C2\C=NN=C2c2ccccc2)sc1=S
-14	1	-1.4	5	i	-6	-5	5	2	1.8	Cc1ccc(S(=O)(=O)NCc2c(-c3ccccc3)noc2C)cc1
3	-2	-0.9	-5	i	0	-3	1	-2	-0.1	CCCOc1ccc(/C=C/C(=O)O)cc1OC
-3	-2	-1.4	15	i	3	-2	2	-12	-0.2	COc1ccc(/C=C/C(=O)Nc2nc(C)c(C(=O)N(C)C)s2)cc1
-6	-1	-2.7	8	i	0	-9	-1	-2	-0.9	CCN(CC)CCNc1nc(-c2ccccc2)nnc1C(F)(F)F
-1	1	-1.3	8	i	-2	0	3	0	-0.6	COCCCN1Cc2cccc(C(=O)O)c2C1=O
-3	-2	-0.4	-9	i	-2	9	36	0	0.5	Cc1csc(NC(=O)c2ccc(-c3ccc(Cl)cc3Cl)o2)n1
2	0	1.1	-3	i	-4	4	-1	0	-0.5	Cc1cc(C(=O)NN=C2C3CC4CC(C3)CC2C4)c2ccccc2n1
-1	1	0.4	-18	i	0	3	2	2	-1.5	CC(CC1C(C#N)=C(N)OC2=C1C(=O)CCC2)c1ccccc1 (stereo not drawn)
-4	-4	-0.8	5	i	0	8	-1	10	0.4	CC(NC(=O)c1ccco1)c1ccc2c(c1)OCO2 (stereo not drawn)

Complete entries, quoted from the list. Order of screens: Scp-1 inhibitor | CSN deneddyl inh | LMPTP block | MLLE-PAM2 inh | Rpn11 block | STEP inh | NadD inh | DNMT1 block | SUMO1-SIM PPI | TbMetRS inhib
CC(NC(=O)c1ccco1)c1ccc2c(c1)OCO2 (stereo not drawn) reads -4 | -4 | -0.8 | 5 | i | 0 | 8 | -1 | 10 | 0.4
CCN(CC)CCNc1nc(-c2ccccc2)nnc1C(F)(F)F reads -6 | -1 | -2.7 | 8 | i | 0 | -9 | -1 | -2 | -0.9
Cc1cc(/C=N/Nc2ccc([N+](=O)[O-])cn2)c(C)n1-c1cccc(C(=O)O)c1 reads 47 | 24 | 5.3 | -113 | + | 0 | -10 | 11 | -8 | -0.9
Cc1ccc(S(=O)(=O)NCc2c(-c3ccccc3)noc2C)cc1 reads -14 | 1 | -1.4 | 5 | i | -6 | -5 | 5 | 2 | 1.8
CCCCOc1ccc(/C=C(\C(=O)O)c2ccc(S(=O)(=O)N3CCCC3)s2)cc1 reads -5 | -1 | -0.3 | 4 | i | 0 | 9 | 2 | -10 | -0.1
